# D1 antagonist – antagonists of human D1 dopamine receptor. P21728. HEK293 TREx D1 cells, calcium flux, dopamine EC80; stronger effect = lower value. activity change, negative = inhibition, % at 10 µM. 360,000 compounds, 3.2% hits. AID 504652; in the data active = activity change below about -30%; also: % is scaled to controls: 0 for no effect and ±100 for the full control effect
# Target sequence (P21728 whole entry, looked up): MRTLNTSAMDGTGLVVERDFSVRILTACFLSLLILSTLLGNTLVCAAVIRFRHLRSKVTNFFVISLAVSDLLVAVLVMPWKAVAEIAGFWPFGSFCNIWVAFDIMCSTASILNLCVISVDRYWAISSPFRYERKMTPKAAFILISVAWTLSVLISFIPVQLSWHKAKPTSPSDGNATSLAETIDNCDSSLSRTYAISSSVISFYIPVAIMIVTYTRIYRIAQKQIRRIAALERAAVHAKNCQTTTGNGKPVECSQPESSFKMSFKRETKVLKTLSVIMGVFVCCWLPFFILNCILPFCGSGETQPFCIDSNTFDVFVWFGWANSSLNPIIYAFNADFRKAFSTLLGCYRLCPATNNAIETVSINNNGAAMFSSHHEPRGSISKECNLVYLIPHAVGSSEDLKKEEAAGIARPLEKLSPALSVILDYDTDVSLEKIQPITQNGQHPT
#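 Calcium flux readout: force-coupled, inducible Hek293 Trex D1 line, cells induced overnight at 30 C with tetracycline, dye-loaded 30–90 min at RT. Antagonism scored against EC80 dopamine challenge given 180 s after compound.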
# LDHA inh – blocks human lactate dehydrogenase A; purified LDHA, NADH/diaphorase-resazurin fluorescence; stronger effect = lower value; activity change, % (values are at about 110 or 230 µM); 480,000 compounds, 0.15% hits; in the data active = activity change below about -30%; inconclusive = mostly about -25% to -30%;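 also: plate controls were DMSO wells for no effect and wells without enzyme for full effect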
#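 Remaining NADH was detected by diaphorase (0.133 mg/mL) converting 37 µM resazurin to fluorescent resorufin, read at 0 and 20 minutes. The preceding 5-minute room-temperature reaction used 2 nM LDHA, 0.2 mM sodium pyruvate and 0.06 mM NADH at pH 7.4.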
# RXFP1 agonist – activates the human relaxin receptor RXFP1. Q9HBX9. HEK293T-RXFP1 cAMP TR-FRET, 30 min; response scale: percent of porcine relaxin response, buffer zero. Potency, µM (highest dose often 57.5 µM), for inactives: at the top dose activation, actives largely listed as activators. 370,000 compounds, 0.3% hits; also: potency is read from the fitted curve at half-maximal effect; % is scaled to controls: 0 for no effect and ±100 for the full control effect; nearly all actives have a fitted effect of over 60% in size; many of its hits are not listed in these tables
#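 Agonist response is measured as cAMP accumulation in an RXFP1-transfected HEK293T line under PDE4 inhibition. Values are scaled between buffer-only and 29 nM porcine relaxin, and EC50s come from standard Hill equation fits.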
# D1 agonist – agonists of human D1 dopamine receptor | HEK293 T-REx D1 cells, calcium flux, agonist mode | activation, % at 2 µM | 360,000 compounds, 1% hits | AID 504660; in the data active = activation above about 30%; also: 0% is about no effect
#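 Agonism was scored from calcium flux recorded over 180 s (1 read/s) after pintool compound addition, following a 10-cycle baseline. Cells were inducible force-coupled HEK293 TREx D1, plated overnight at 30 C and loaded with no-wash calcium dye.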
# D2 PAM – positively modulates the human D2 dopamine receptor allosterically; 340,000 compounds, 0.34% hits; AID 485347; potentiation, % at 10 µM; HEK293 T-REx D2, calcium flux, EC20 dopamine potentiation; P14416;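 active = potentiation over 3 SD above the plate norm, cut at about 30% in these data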; also: 0% is about no effect
# Target sequence (P14416 whole entry, looked up): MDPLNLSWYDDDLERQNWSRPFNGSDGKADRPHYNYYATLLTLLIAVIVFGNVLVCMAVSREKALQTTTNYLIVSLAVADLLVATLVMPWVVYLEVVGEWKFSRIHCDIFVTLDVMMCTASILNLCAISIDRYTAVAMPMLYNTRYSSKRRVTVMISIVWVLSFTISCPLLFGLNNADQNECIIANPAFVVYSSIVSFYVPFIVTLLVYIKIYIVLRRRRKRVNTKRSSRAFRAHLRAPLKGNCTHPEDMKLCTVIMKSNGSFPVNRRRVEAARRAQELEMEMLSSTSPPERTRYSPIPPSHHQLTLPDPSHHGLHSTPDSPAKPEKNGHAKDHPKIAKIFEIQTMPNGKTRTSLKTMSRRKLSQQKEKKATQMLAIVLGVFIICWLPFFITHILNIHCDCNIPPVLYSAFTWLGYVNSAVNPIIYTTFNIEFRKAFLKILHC
#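 Tetracycline-induced Hek293 Trex D2 cells, force-coupled to calcium, loaded with no-wash calcium dye. Compound added with 180 s kinetic read for agonism, then EC20 dopamine and a further 180 s read for potentiation.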
# GRP78 ERSR act – ER stress response induction in glioma; U87-MG GRP78 promoter luciferase reporter, 16 h; Potency, µM, for inactives: at the highest dose activation, actives largely listed as activators; 420,000 compounds, 0.02% hits; AID 602332; also: potency is read from the fitted curve at half-maximal effect; series mostly up to about 76 µM; % of control where 0% means no effect; nearly all actives have a fitted effect of over 35% in size
#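 Stably transfected U87-MG human glioma cells carrying a GRP78-based luminescent sensor were seeded at 1000 cells/well, pin-dosed with compounds and incubated 16 h. Luciferase reagent was then added, and end-point luminescence was read after 10 min at room temperature.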
# Vif-APOBEC3G blk – blocks the Vif interaction with human APOBEC3G | Q9HC16 | HeLa A3G-eYFP + Vif (tagged APOBEC3G with the HIV-1 protein that degrades it), YFP fluorescence, overnight | Potency, µM (doses to about 46.1 µM), for the others: top-dose activity, negative = active, actives largely listed as inhibitors | 410,000 compounds, 0.076% hits;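 also: potency is read from the fitted curve at half-maximal effect; % is scaled to controls: 0 for no effect and ±100 for the full control effect; nearly all actives have a fitted effect of over 60% in size; hits raise eYFP signal because A3G escapes Vif-driven loss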
#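 HeLa cells stably expressing Vif and C-terminally eYFP-tagged A3G, seeded overnight at 37 deg C, then exposed to compound by pintool overnight at 37 deg C. Rise in yellow fluorescence (Ex 488/Em 500-530, Acumen) marks blocked Vif-driven A3G degradation.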
# Vif-A3F inh – inhibitors of Vif-A3F interaction; HeLa A3F-eYFP + Vif (tagged APOBEC3F with the HIV-1 protein that degrades it), YFP fluorescence increase; Potency, µM (doses to about 46.1 µM), inactives show at the highest dose activity, negative = active; 390,000 compounds, 0.2% hits; AID 602313; also: potency is read from the fitted curve at half-maximal effect; % of control where 0% means no effect; nearly all actives have a fitted effect of over 65% in size
#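 HeLa cells stably expressing Vif plus C-terminally eYFP-tagged A3F were seeded, incubated overnight at 37 deg C, dosed with compound, incubated overnight again at 37 deg C. Yellow fluorescence (Ex 488/Em 500-530) reported blocked Vif-mediated A3F-eYFP degradation.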
# D1 potentiator – potentiators of human D1 dopamine receptor; potentiation, % at 10 µM; AID 504651; 360,000 compounds, 0.036% hits; P21728; HEK293 TREx D1 cells, calcium flux, dopamine EC20 potentiation; in the data active = potentiation above about 30%; also: 0% is about no effect
# The depositor's hits bear a star; ? = inconclusive; nt = not tested or not shown; & = joins results of further samples. Unless noted, calls follow the shape of the dose curve; as a rule, active = well fitted curve in the direction sought with a large enough effect; inconclusive = small, poorly fitted or top-dose-only effect, or another doubt; inactive = no such curve, though single readings can be large; an effect the other way counts as inactive or inconclusive.
1) CCN(CC)C(=O)c1sc2c(c1C)c(=O)n(Cc1ccccc1)c(=O)n2Cc1ccccc1C
2) C#CCSc1nc(-c2ccccc2)cc(C(F)(F)F)c1C#N
3) O=C1C2C3CC(C2C(=O)N1c1cccc(Cl)c1)[C@H](O)C3O (some centres undefined)
4) COCCNc1nnc(SCC(=O)NNC(=O)c2ccccc2)s1
5) CCOc1cc(/C=C(\C#N)C(=O)Nc2ccccn2)ccc1O
6) CCOC(=O)Cc1nnc(NC(=O)CSc2ccc(C)cc2)s1
7) CC(C)CN(C(=O)COC(=O)c1nc(Cl)ccc1Cl)c1c(N)n(Cc2ccccc2)c(=O)[nH]c1=O
8) COc1ccc(CCC(=O)NC2CC(=O)N(c3ccc(OC)cc3)C2)cc1 (centres undefined)
9) CCn1cc(Br)c(C(=O)NC(=S)Nc2ccc(C(=O)OC)cc2)n1
10) O=C(Nc1ccc(F)cc1)C1CCN(S(=O)(=O)c2cccs2)CC1
assay / compound,1,2,3,4,5,6,7,8,9,10
D1 antagonist,-8,14,8,5,-2,23,-16,nt,10,-40*
D1 agonist,0,25,2,1,11,15,0,-1,2,13
LDHA inh,-2,-3,2,-1,-3,-2,-7,-10,0,1
Vif-APOBEC3G blk,-3%,-14%,0%,9%,2%,0%,1%,6%,0%,-1%
Vif-A3F inh,-1%,-5%,1%,-7%,-9%,-3%,2%,3%,20%,1%
D1 potentiator,0,-4,0,2,-8,3,-8,2,-2,-1
D2 PAM,5,-11,8,2,15,17,1,4,2,5
RXFP1 agonist,2.6%,2.8%,1.0%,-1.0%,17%,-0.4%,0.0%,-1.2%,1.0%,-1.0%
GRP78 ERSR act,-3%,-1%,-2%,-2%,10%,-4%,-3%,-2%,-3%,-2%

11) O=C(c1ccc(Br)cc1)c1sc(N2CCOCC2)nc1-c1ccccc1
12) O=C(CN1C(=O)S/C(=C/C=C/c2ccccc2)C1=O)Nc1ccc(C(=O)O)cc1
13) CSCC[C@H](NC(=O)C1CCN(C(=O)[C@@H](N)Cc2ccccc2)CC1)C(=O)O
14) CCOc1ccc(CCn2c(-c3ccco3)nc3ccccc3c2=O)cc1OCC
15) Cc1ccc(C(=O)N2CCOCC2)cc1S(=O)(=O)N1CCCC1
16) Cc1ccc(S(=O)(=O)N=C2SCCCS2)cc1
17) CCOC(=O)C1CCN(Cc2cnc(Oc3ccc(Cl)cc3C)s2)CC1
18) Cc1ccc(S(=O)(=O)N(C)c2ccc(OCC(=O)Nc3cc(C(=O)O)ccc3Cl)cc2)cc1
19) CCOc1ccc(NC(=O)CC2C(=O)N(c3ccccc3)C(=O)N2CCOC)cc1 (centres undefined)
20) O=C(CCC(=O)c1ccccc1)Nc1ccccc1
assay / compound,11,12,13,14,15,16,17,18,19,20
D1 antagonist,6,-16,14,-20,-4,15,nt,nt,1,nt
D1 agonist,2,5,3,1,1,2,nt,nt,2,nt
LDHA inh,-5,-9,-1,-2,-4,-3,2,-2,2,-5
Vif-APOBEC3G blk,-5%,-6%,3%,-7%,0%,1%,-3%,-9%,3%,-1%
Vif-A3F inh,13%,15%,-1%,-3%,3%,6%,-2%,-1%,4%,?
D1 potentiator,-7,-5,-9,-6,-2,-9,nt,nt,-2,nt
D2 PAM,13,0,-6,-23,3,-9,nt,nt,4,nt
RXFP1 agonist,16%,2.5%,2.8%,3.5%,1.4%,-0.2%,0.3%,nt,-0.1%,nt
GRP78 ERSR act,-6%,2%,-4%,-2%,-5%,?,2%,-4%,-4%,0%

# Structural class: the entries above containing four or more nitrogen atoms.
4) COCCNc1nnc(SCC(=O)NNC(=O)c2ccccc2)s1
7) CC(C)CN(C(=O)COC(=O)c1nc(Cl)ccc1Cl)c1c(N)n(Cc2ccccc2)c(=O)[nH]c1=O
9) CCn1cc(Br)c(C(=O)NC(=S)Nc2ccc(C(=O)OC)cc2)n1
assay / compound,4,7,9
D1 antagonist,5,-16,10
D1 agonist,1,0,2
LDHA inh,-1,-7,0
Vif-APOBEC3G blk,9%,1%,0%
Vif-A3F inh,-7%,2%,20%
D1 potentiator,2,-8,-2
D2 PAM,2,1,2
RXFP1 agonist,-1.0%,0.0%,1.0%
GRP78 ERSR act,-2%,-3%,-3%

# Further entries
21) N/C(=N\OC(=O)c1ccccc1F)c1ccc([N+](=O)[O-])cc1
22) CCOC(=O)[C@@H]1[C@H]2COc3ccccc3[C@@H]2N2C(=O)N(c3ccc(Cl)cc3)C(=O)[C@]12C
23) CCN1N=C(c2cc(Cl)sc2Cl)CSC1=O
24) Nc1nc(-c2sc3nc4c(cc3c2N)CCCC4)nc(N2CCOCC2)n1
25) CC(=O)N1CCOc2ccc(S(=O)(=O)N3CCC(C(=O)NCc4ccc(C)cc4)CC3)cc21
26) COC(=O)[C@@H](NC(=O)NCc1ccccc1Cl)C(C)C
27) CCC(C)NC(=O)CN1C(=O)c2cccnc2Sc2ccccc21 (centres undefined)
28) CC(C)(C)OC(=O)N1CCN(C(=O)c2[nH]cnc2C(=O)Nc2ccon2)CC1
29) CCN(CC)S(=O)(=O)c1ccc(N2CCCCC2)c(NC(=O)c2ccncc2)c1
30) Cc1cc2oc(=O)cc(CN3CCCCC3C)c2cc1C(C)C (centres undefined)
assay / compound,21,22,23,24,25,26,27,28,29,30
D1 antagonist,1,-14,-7,4,-9,1,6,nt,6,1
D1 agonist,3,2,5,0,1,-3,1,-2,1,2
LDHA inh,-4,-1,1,-9,-11,1,2,0,0,-1&-3
Vif-APOBEC3G blk,-3%,-2%,3%,-22%,2%,1%,0%,0%,-4%,-15%
Vif-A3F inh,6%,8%,nt,?,1%,2%,0%,-3%,-2%,?
D1 potentiator,1,3,0,-1,-6,6,-5,0,7,nt
D2 PAM,2,-4,11,-6,17,-5,10,-1,10,10
RXFP1 agonist,0.8%,-1.9%,0.4%,24%,0.9%,2.2%,0.6%,2.0%,?,0.4%
GRP78 ERSR act,?,-2%,-2%,-1%,-5%,-4%,-2%,-6%,-2%,-1%

31) CCC(C)NC(=O)Cn1nc(C(F)(F)F)c2c1CCC2 (centres undefined)
32) Cc1ccc(OCCSc2nnc(-c3ccncc3)n2C)cc1
33) Cc1ccc(CNC(=O)C2CCN(S(=O)(=O)c3cccs3)CC2)o1
34) O=S(=O)(Nc1ccc(-c2ccc(N3CCCC3)nn2)cc1)c1cccc(C(F)(F)F)c1
35) Cn1c(=O)c2c(nc(N3CCC(C(N)=O)CC3)n2CCSc2nc3ccccc3s2)n(C)c1=O
36) CC(C)(C)c1ccccc1OCCOCCN1CCCCCC1
37) CC/C(=N\NC(=O)c1ccccc1Cl)c1ccc(Br)s1
38) O=C(c1ccc(Cl)c(S(=O)(=O)N2CCCCCC2)c1)N1CCCC(C(F)(F)F)C1 (centres undefined)
39) Cc1cccc(NC(=O)c2oc3ccccc3c2NC(=O)Cc2coc3cc(C)cc(C)c23)c1
40) O=C(c1cc2cc(Br)cc(Br)c2oc1=O)N1CCOCC1
assay / compound,31,32,33,34,35,36,37,38,39,40
D1 antagonist,3,-9,-5,2,8,nt,-3,5,-8,0
D1 agonist,6,0,0,1,3,7,1,4,3,4
LDHA inh,0,-10,-4,-11,-3,1,-5,-3,2,0
Vif-APOBEC3G blk,0%,1%,0%,2%,-7%,-9%,1%,2%,3%,-6%
Vif-A3F inh,-4%,-1%,-1%,0%,5%,5%,-15%,6%,-23%,7%
D1 potentiator,-5,4,-6,-3,-10,-6,-6,-1,0,3
D2 PAM,1,-3,-1,nt,-1,-27,-11,4,nt,-10
RXFP1 agonist,2.2%,1.1%,-1.3%,1.2%,-0.5%,1.6%,-0.5%,-0.5%,2.1%,2.4%
GRP78 ERSR act,-2%,-1%,-4%,-2%,-4%,0%,-2%,-2%,0%,-3%

41) CCCC(NC(=O)C(C)N1CCN(S(=O)(=O)c2ccccc2)CC1)c1ccccc1 (centres undefined)
42) Cc1cc(OCC(=O)NCCc2ccc(S(N)(=O)=O)cc2)c2c(C)c(C)c(=O)oc2c1
43) Cc1ccc(NC(=O)CN(C)C(=O)c2cccc(S(=O)(=O)N3CCc4ccccc43)c2)cc1
44) CC1CCC(C(O)(C(=O)O)C2CCCCC2)CC1C (centres undefined)
45) COc1ccc(-c2nnc(SCC(=O)NCc3ccc(C)cc3)nc2-c2ccc(OC)c(OC)c2)cc1OC
46) COC(=O)[C@@H](NC(=O)NC1CCCc2ccccc21)C(C)C (some centres undefined)
47) Cc1ccc(N2CC(NC(=O)Cc3cccs3)CC2=O)cc1C (centres undefined)
48) O=C(c1ccco1)N(Cc1cccnc1)c1nc2ccc(F)cc2s1
49) OC(COc1ccc(F)cc1)CN1CCN(c2ccccc2F)CC1 (centres undefined)
50) O=C(CCn1c(=O)oc2ccccc21)N1CCN(C(c2ccccc2)c2ccccc2)CC1
assay / compound,41,42,43,44,45,46,47,48,49,50
D1 antagonist,1,3,-29,nt,-23,3,nt,nt,-28,6
D1 agonist,0,1,8,nt,4,-1,-4,2,1,9
LDHA inh,-7,-1,-2,-2,3,-6,-5,-9,-8,-3
Vif-APOBEC3G blk,0%,5%,6%,-1%,-8%,0%,0%,4%,0%,2%
Vif-A3F inh,-5%,2%,7%,1%,-4%,-16%,1%,1%,8%,1%
D1 potentiator,-1,1,1,nt,4,5,-2,-4,-12,3
D2 PAM,7,10,-25,nt,-1,4,0,23,1,1
RXFP1 agonist,1.6%,9.3%,-1.2%,nt,0.8%,0.6%,3.9%,1.0%,-0.6%,-0.4%
GRP78 ERSR act,-4%,2%,-3%,-3%,0%,-4%,-1%,-1%,-3%,-4%

# Pulled by structure from above (2):
50) O=C(CCn1c(=O)oc2ccccc21)N1CCN(C(c2ccccc2)c2ccccc2)CC1
44) CC1CCC(C(O)(C(=O)O)C2CCCCC2)CC1C (centres undefined)
assay / compound,50,44
D1 antagonist,6,nt
D1 agonist,9,nt
LDHA inh,-3,-2
Vif-APOBEC3G blk,2%,-1%
Vif-A3F inh,1%,1%
D1 potentiator,3,nt
D2 PAM,1,nt
RXFP1 agonist,-0.4%,nt
GRP78 ERSR act,-4%,-3%

# Only part of the results is shown. The share of hits here may be higher or lower than overall.
